# From PubChem BioAssay
# Coupling enz: qHTS Assay for Inhibitors of Fructose-1,6-bisphosphate Aldolase from Giardia Lamblia: Coupling assay counterscreen; coupling enzyme system counterscreen, AmpLite Red fluorescence; activity change, negative = inhibition, % at 58.2 µM, hits read low; 290,000 compounds, 0.67% hits; AID 2472, 2010; in the data active = activity change below about -30%; note: % is set by controls: 0 for no effect and ±100 for the full control effect
#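 First, compound is pin-transferred into glyceraldehyde-3-phosphate coupling-enzyme reagent at 57.5 uM final and held 10 min at RT. Next, substrate, coupling system and AmpLite Red are added. After 20 min RT, fluorescence (525/598 nm) is read.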
# B2AR arrestin: qHTS assay of beta-arrestin-biased ligands of beta2-adrenergic receptor | beta-arrestin recruitment to beta2AR, cell-based reporter | AID 492947, 2010 | Potency, µM (titrated, usually from 46.1 µM), without a hit: top-dose activation, hits mostly activators | 330,000 compounds, 0.02% hits;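 note: potency is the fitted concentration of half-maximal effect; 0% = DMSO controls and full agonism = EC100 isoproterenol or metaproterenol; nearly all actives have a fitted effect of over 65% in size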
# Giardia kill: Small Molecules that selectively kill Giardia lamblia: qHTS; Giardia lamblia trophozoite viability; activity change, % at 7.66 µM, hits read low; 340,000 compounds, 0.15% hits; in the data active = activity change below about -80%; inconclusive = between about -30% and that limit;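 note: parasites exposed to compound for two days anaerobically before the ATP read; % is set by controls: 0 for no effect and ±100 for the full control effect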
#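 Each well holds 100 Giardia trophozoites and compound. After two days (48 hrs) at 37 deg C in anaerobic conditions, ATP is quantified by luminescence.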
# S-ASM inh: Inhibitors of Secretory Acid Sphingomyelinase (S-ASM): qHTS | Sphingomyelin phosphodiesterase (Homo sapiens), P17405 | placental ASM, HMU-PC fluorogenic substrate, 60 min | Potency, µM (titrated, usually from 57.5 µM), inactives show at the top dose activity change, negative = inhibition, hits mostly inhibitors | 340,000 compounds, 0.006% hits | AID 504937, 2011; note: potency is the fitted concentration of half-maximal effect
#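 qHTS format. ASM enzyme prepared from human placenta hydrolyses the fluorogenic substrate HMU-PC0 (9 uM final) over 60 min at 37 °C after a 10 min compound preincubation.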
# Tb PFK block: qHTS Assay to Find Inhibitors of T. brucei phosphofructokinase; ATP-dependent 6-phosphofructokinase (Trypanosoma brucei brucei), O15648; AID 485367, 2010; Potency, µM (highest dose often 57.5 µM), without a hit: at the highest dose activity, negative = inhibition, actives largely listed as inhibitors; 330,000 compounds, 0.17% hits; T. brucei PFK, ADP-Glo luminescence;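 note: potency is the fitted concentration of half-maximal effect; 0% = uninhibited 1x PFK enzyme wells and -100% = no-enzyme wells; nearly all actives have a fitted effect of over 60% in size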
# Target sequence (O15648 whole entry, looked up): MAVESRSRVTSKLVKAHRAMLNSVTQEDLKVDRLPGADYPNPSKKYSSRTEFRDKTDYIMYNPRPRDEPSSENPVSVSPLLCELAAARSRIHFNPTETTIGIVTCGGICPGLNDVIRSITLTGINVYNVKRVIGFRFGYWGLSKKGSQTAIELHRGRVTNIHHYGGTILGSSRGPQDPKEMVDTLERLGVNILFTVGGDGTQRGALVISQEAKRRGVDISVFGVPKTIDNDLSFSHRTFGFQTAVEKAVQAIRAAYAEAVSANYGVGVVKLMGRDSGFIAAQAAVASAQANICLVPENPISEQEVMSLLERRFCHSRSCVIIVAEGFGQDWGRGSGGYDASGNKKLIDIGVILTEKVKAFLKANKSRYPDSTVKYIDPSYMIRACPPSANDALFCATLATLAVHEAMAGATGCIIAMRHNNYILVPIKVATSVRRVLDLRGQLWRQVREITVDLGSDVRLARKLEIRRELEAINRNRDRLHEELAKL
#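 ADP-Glo luminescence quantified ADP after 45 min at room temperature, with 1.25 nM T. brucei PFK, 0.1 mM ATP and 0.5 mM fructose-6-phosphate in pH 8.0 TEA buffer. qHTS titrations up to 57 µM; curves classified by quality.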
# PTAP TSG101 blk: qHTS Assay for Iinhibitors of HIV-1 Budding by Blocking the Interaction of PTAP/TSG101. Fluorescence polarization, FITC-PTAP peptide / Tsg101 binding. 340,000 tested, under 10 active. Potency, µM (doses to about 115 µM), for inactives: at the highest dose activity change, negative = inhibition, usual class: inhibitors. Tumor susceptibility gene 101 protein (Homo sapiens), Q99816. AID 493005, 2010; active = well fitted inhibition curve with a large enough effect in the main read-out, with a control signal flat, not every such curve was filed as active; inconclusive = small, poorly fitted or top-dose-only effect, or effect the other way, or a change in a side signal; inactive = no such curve, though single readings can be large or run the other way; note: potency is the fitted concentration of half-maximal effect; % of control where 0% means no effect
#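 Compounds were pin-transferred onto Tsg101 binding domain (10 uM final) in HEPES pH 7.5 buffer, then FITC-PTAP peptide was added at 50 nM final. After 20 min at RT, polarization reported peptide displacement across a qHTS concentration series.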
# Menin-MLL TR inh: qHTS Assay for Inhibitors Targeting the Menin-MLL Interaction in MLL Related Leukemias: Competition With Texas Red Labeled MLL-derived Mutant Peptide. O00255. Menin + Texas Red MLL mutant peptide, fluorescence polarization. Potency, µM (highest dose often 61.6 µM), without a hit: at the highest dose FP activity change, negative = inhibition, actives largely listed as inhibitors. 270,000 compounds, 0.23% hits; active = well fitted inhibition curve with a large enough effect in the polarisation, with a control signal flat, not every such curve was filed as active; inconclusive = small, poorly fitted or top-dose-only effect, or effect the other way, or a change in a side signal; inactive = no such curve, though single readings can be large or run the other way; the % refers to the polarisation; note: potency is the fitted concentration of half-maximal effect; % of control where 0% means no effect; many of its hits are not listed in these tables
# PKM2 activator: qHTS Assay for Activators of Human Muscle isoform 2 Pyruvate Kinase; Pyruvate kinase PKM (Homo sapiens), P14618; purified PKM2, Kinase-Glo ATP luminescence, activation; response scale: 0% is enzyme alone, no compound; Potency, µM (doses to about 57.5 µM), inactives show top-dose activation, actives largely listed as activators; 260,000 compounds, 0.34% hits; AID 1631, 2009; note: potency is the fitted concentration of half-maximal effect; % is set by controls: 0 for no effect and ±100 for the full control effect; nearly all actives have a fitted effect of over 55% in size
#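 ATP formation by purified human PK-M2, quantified via coupled luciferase luminescence after 1 h at room temperature with 0.1 mM ADP and 0.5 mM PEP final.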
# a7 integrin act: qHTS for Activators of Integrin-Mediated Alleviation for Muscular Dystrophy. AID 624291, 2012. Potency, µM (doses to about 38.3 µM), for the others: top-dose activation, usual class: activators. 350,000 compounds, 0.064% hits. alpha7betagal myoblasts, beta-gal FDG fluorescence, 48 h;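 note: potency is the fitted concentration of half-maximal effect; 100% = response of the positive control SU9516; nearly all actives have a fitted effect of over 60% in size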
#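 Alpha7betagal+/- myoblasts (passage 13) were plated 16-24 hr, then exposed to compounds (1:260 dilution of DMSO stock) for 48 hours at 37C. After MPER lysis, β-galactosidase reporter activity was read as FDG fluorescence (ex 480/em 540) after 30 minutes.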
# GALK inh: qHTS Assay for Inhibitors of Human Galactokinase (GALK) | P51570 | Purified GALK, Kinase-Glo residual ATP luminescence | Potency, µM (titrated, usually from 57.5 µM), without a hit: at the top dose activity change, negative = inhibition, actives largely listed as inhibitors | 270,000 compounds, 0.007% hits; note: potency is the fitted concentration of half-maximal effect; % is set by controls: 0 for no effect and ±100 for the full control effect
# Target sequence (P51570 whole entry, looked up): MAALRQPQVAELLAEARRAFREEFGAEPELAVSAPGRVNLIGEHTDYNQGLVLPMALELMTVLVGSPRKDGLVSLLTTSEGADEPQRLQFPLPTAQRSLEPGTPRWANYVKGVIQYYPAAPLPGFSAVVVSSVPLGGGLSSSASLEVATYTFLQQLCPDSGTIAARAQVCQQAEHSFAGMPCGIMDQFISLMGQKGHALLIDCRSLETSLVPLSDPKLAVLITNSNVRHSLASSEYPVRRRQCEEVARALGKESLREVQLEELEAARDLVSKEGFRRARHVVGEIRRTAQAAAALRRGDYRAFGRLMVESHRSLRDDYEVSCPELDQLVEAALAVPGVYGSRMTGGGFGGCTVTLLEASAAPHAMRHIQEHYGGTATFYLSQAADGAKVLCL
#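 Kinase-Glo Plus luminescence measured ATP left after a 1 h room-temperature reaction. The reaction used 5 nM GALK, 100 uM galactose and 35 uM ATP at pH 8.0 (20 mM HEPES, 5 mM MgCl2, 60 mM NaCl, 1 mM DTT, 0.01% BSA).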
# BCR signal inh: qHTS Assay to Find Inhibitors of Chronic Active B-Cell Receptor Signaling | ABC-DLBCL IkBa-CBG/CBR reporter, luminescence ratio, 4 h | Potency, µM (top dose mostly 46.1 µM), for the others: at the highest dose ratio change, negative = lower green/red ratio, hits mostly inhibitors | 340,000 compounds, 0.05% hits | AID 493014, 2011; active = well fitted inhibition curve with a large enough effect in the signal ratio, with a control signal flat, not every such curve was filed as active; inconclusive = small, poorly fitted or top-dose-only effect, or effect the other way, or a change in a side signal; the % refers to the signal ratio;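 note: potency is the fitted concentration of half-maximal effect; plate controls were basal doxycycline-induced cells for no effect and cells given 10 µM MG132 for full effect; MG132 reads +100%, hits lower the ratio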
#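 TMD8 ABC-DLBCL cells carrying doxycycline-inducible green luciferase fused to IkappaBalpha plus unfused red luciferase were exposed to compounds (up to 46 uM) for 4 hrs at 37C. Activity came from the overlap-corrected green/red luminescence ratio.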
# The depositor's hits bear a star; ? = inconclusive; . = no result given; & = joins results of further samples; [ ] = remark or other dose. Unless noted, calls come from the whole dose curve; as a rule, active = well fitted curve in the direction sought with a large enough effect; inconclusive = small, poorly fitted or top-dose-only effect, or another doubt; inactive = no such curve, though single readings can be large; an effect the other way counts as inactive or inconclusive. Some of the compounds tested. The share of hits here may be higher or lower than overall.
SMILES,Coupling enz,B2AR arrestin,Giardia kill,S-ASM inh,Tb PFK block,PTAP TSG101 blk,Menin-MLL TR inh,PKM2 activator,a7 integrin act,GALK inh,BCR signal inh
O=c1[nH]c(=S)n(Cc2ccc(F)cc2)c(O)c1/C=N/N1CCCCCC1,2,-0.5%,-20,?,-1%,3%,?,-21%,0%,0%,4%
Cn1c(O)c(C=NC2CC3CCC2(C)C3(C)C)c(=O)[nH]c1=O (centres undefined),3,3.2%,-19,0%,7%,-5%,-1%,-1%,19%,0%,2%
O=C(c1ccc2c(c1)ncn2C1CCCCCC1)N1CCC2(CC1)OCCO2,1,0.0%,14,3%,-1%,-3%,4%,1%,-14%,1%,-2%
O=C(c1ccccc1)c1ccc(N=Nc2c(O)[nH]c(=O)[nH]c2=O)cc1,2,-0.3%,-7,-7%,0%,-5%,?,15%,?,-2%,?
CCOc1ccc(N2C(=O)NC(=O)/C(=C\c3ccc(N4CCOCC4)cc3C)C2=O)cc1,-4,0.0%,?,2%,-28%,3%,10%,-3%,24%,4%,-4%
CN(C)CCC=C1c2ccccc2CCc2ccccc21,-13&-3&1,1.9%,4,3%,0%,0%,?,-5%,.,0%,?
Cc1cc(OC(C)C(=O)NCC(O)c2ccccc2)c2c3c(c(=O)oc2c1)CCCC3 (centres undefined),1,0.1%,-22,-2%,-2%,0%,-9%,.,-43%,2%,0%
CCOC(=O)C1(c2ccccc2)CCN(CCC(=O)Nc2ccccc2OC)CC1,2,-0.7%,38[activator],7%,-8%,0%,-30%,.,-36%[inhibitor],2%,1%
CCOc1ccccc1N1C(=O)CC(=O)NC1=O,0,0.2%,?,1%,1%,-5%,20%,0%[0.46 µM],?,7%,-9%
CCN1C(=O)NC(=O)/C(=C\c2cn(CC(=O)O)c3ccccc23)C1=O,-1,0.3%,.,.,-6%,.,24%,.,.,3%,0%
CC/C(=N\Nc1cccc2ccccc12)c1c(O)[nH]c(=O)[nH]c1=O,-10,-1.7%,-15,?,10%,-4%,7%,8%,-16%,.,-8%
O=c1c2ccccc2nc(/C=C/c2ccc(O)cc2)n1-c1ccccc1O,-7,-0.4%,-13,-6%,3%,0%,.,2%,2%,-11%,-12%
O=c1cccc2n1CC1CNCC2C1 (centres undefined),0&6&5,-0.3%,-4,3%,0%,-5%,8%,1%,.,.,-9%
CC(C)(C)c1ccc(C(=O)C2CCCN(Cc3ccon3)C2)cc1 (centres undefined),0,-0.7%,-4,-1%,-5%,-7%,-2%,-1%,20%,1%,10%
C/C=C/c1ccc2c(c1)OCO2,1&-1,-0.1%,-14,2%,-1%,4%,10%[24.8 µM],.,.,.,-7%
COc1cc(OC)c2c(c1)O[C@@H](c1ccc(OC)c(OC)c1)[C@H](O)C2,1,-0.2%,3,-7%,-3%,1%,-16%,2%,23%,4%,?
CCCCCn1c(=O)c(C(=O)Nc2ccncc2)c(O)c2ccccc21,0,-0.4%,.,.,7%,.,2%,-4%,.,2%,0%
CCc1nccc2c1[nH]c1ccccc12,.,-0.2%,-22,-1%,-4%,0%,.,.,-10%,.,-3%
CC(C)(C)NC(=O)Cn1cc(C(=O)c2ccccc2F)c2ccccc21,-12,0.5%,-7,3%,-3%,-4%,0%,2%,0%,-3%,-4%
CCN(CC)P(=O)(NC(=O)c1cccn1C)N(CC)CC,8,0.1%,0,9%,1%,-1%,-14%,-2%,7%,0%,-5%
CCCC12CN3CCN(CC(C3)/C1=N\NC(=O)c1ccncc1)C2,3,0.0%,4,2%,-6%,0%,6%,2%,?,-1%,-13%
CCOP1(=O)C=C(C(C)(C)C)OC1c1ccc(F)cc1 (centres undefined),1,-0.1%,0,1%,2%,-3%,1%,2%,-12%,-3%,?
COc1ccc(CC2C(=O)NC(=O)NC2=O)c(OC)c1,-1,-0.4%,-4,-1%,-5%,-3%,14%,3%,-7%,0%,2%
COc1ccc(CN2C(=O)NC(=O)/C(=C/c3ccc(OC)c(OC)c3OC)C2=O)cc1,14,0.0%,20,0%,-30%,-3%,.,4%,-15%,5%,1%
CCN(C(=O)COC(=O)Cc1ccccc1)c1c(N)n(Cc2ccccc2)c(=O)[nH]c1=O,.,-0.1%,3,0%,6%,-2%,.,.,?,.,1%
CCOc1ccc(C(C)=O)cc1Cn1ccsc1=N,1,0.3%,6,0%,0%,0%,-22%,.,0%,-5%,2%
CCOC(=O)c1ccc(Nc2nc(C(=O)OCC)nc3ccccc23)cc1,-3,7.8%,9,-12%,0%,0%,44%[activator],9%,-2%,-3%,?
Cc1nc2sccc2c(=O)n1-c1ccccc1Cl,3,-0.9%,-24,2%,-6%,-11%,23%,3%,7%,.,?
CC(=O)OC1=CC[C@H]2[C@@H]3CC[C@H]4C[C@H](OC(C)=O)[C@@H](OC(C)=O)C[C@]4(C)[C@H]3CC[C@]12C,.,2.9%,8,11%,-1%,-1%,.,.,18%,.,-8%
Cn1nccc1C(=O)N1CCC2(CC1)OCCO2,.,0.1%,19,4%,-9%,-6%,.,4%,-20%,-4%,-4%
CCSC(=O)N1CCCCCC1,.,0.2%,3,3%,-1%,0%,.,.,.,.,-1%
CCn1c(NN=O)nc2ccccc21,-4,0.2%,8,0%,-1%,-2%,7%,1%,-1%,5%,?
COc1ccccc1NC(=O)N1C[C@@H]2C[C@@H](C1)c1cccc(=O)n1C2,2,-0.2%,-13,-1%,-1%,-3%,-9%,?,0%,.,4%
CC(=O)N[C@@H]1CC[C@@]2(O)[C@H]3Cc4ccc(O)c5c4[C@@]2(CCN3CC2CC2)[C@@H]1O5,.,-0.2%,-9,-1%,0%,1%,.,.,.,.,0%
CC1(C)C2CC=C(CN3CCC(O)CC3)C1C2 (centres undefined),-1,-0.4%,1,3%,1%,-6%,-21%,1%,4%,-3%,-1%
COc1ccc(-c2nn(CCC#N)cc2C(=O)Nc2ccccc2Br)cc1[N+](=O)[O-],-4,-0.6%,7,-2%,2%,-12%,.,2%,-22%,1%,-10%
COc1ccc(Cn2c(O)c(C=NCCN3CCOCC3)c(=O)[nH]c2=O)cc1,0,-0.2%,-26,-3%,-2%,-4%,16%,8%,-14%,3%,-7%
COc1ccc(C=C2C(=O)N(C)C(=O)N(C)C2=O)cc1CSc1ccccn1,-2,0.4%,-6,3%,0%,-1%,-11%,6%,-23%,-3%,-1%
CN1C(=O)C(=Cc2ccccc2OCc2ccc(Cl)cc2)C(=O)N(C)C1=O,0,-0.8%,-8,-2%,-1%,1%,17%,1%,-5%,0%,?
Cc1cccc(-n2c(C)nc3cc(C(=O)N4CCC5(CC4)OCCO5)ccc32)c1,5,0.0%,5,0%,0%,-3%,-12%,-2%,-4%,-1%,?
CCn1c(O)c(C=NCc2cccs2)c(=O)[nH]c1=O,9,0.4%,-19,3%,-2%,-4%,12%,9%,-15%,-1%,4%
CC1CCN(C(=O)COC(=O)c2cn(C)c3ccccc23)CC1,.,0.0%,-2,-1%,-7%,-8%,.,.,-22%,.,?
COC(=O)CN1C(=O)CN=C(c2ccccc2Cl)c2cc(Br)ccc21,-1,-0.2%,-11,0%,0%,-7%,.,-9%,26%,.,-1%
Cc1ccc(O)c(CN2CCN(c3ccccc3)CC2)c1,2,-0.7%,-1,0%,-4%,-3%,-8%,-2%,0%,5%,?
CCOc1ccc(C2(C#N)CC[N+](C)(C)CC2)cc1,0,-0.2%,7,2%,1%,0%,-16%,0%,-1%,4%,0%
O=C1c2ccc3c4c(ccc(c24)C(=O)N1c1cccc(O)c1)C(=O)N(c1cccc(O)c1)C3=O,-18,0.2%,-14,-2%,1%,-5%,.,-5%,-54%[inhibitor],0%,?
Cc1ccc(CNCCc2ccc(F)cc2)s1,-3,0.0%,2,-1%,2%,-2%,-23%,0%,18%,0%,1%
